HIV fusion peptide: cell-free HIV fusion peptide-binding blockers – biochemical, uHTS, fluorescence dequenching, primary screen (AID 1986); cell-free peptide binding, fluorescence dequenching, 30 min; higher % means a stronger effect; inhibition, % at 20 µM; hits with a dose series show IC50 in µM; actives 0.3% (n = 290,000); in the data active = inhibition mostly above about 52%, no sharp cut-off; inactive = mostly below about 76%; also: some results filed as inactive read as strong as hits
AID2073: disruptors of CaV2.2 binding to Mint1 – biochemical, HTRF (AID 2073); HTRF protein-protein interaction, Mint1-CaV2.2; higher % means a stronger effect; inhibition, % at 20 µM, or IC50 in µM where a hit was titrated; actives 0.19% (n = 290,000); in the data active = inhibition mostly above about 51%, no sharp cut-off; inconclusive = no clear call, values can overlap the other calls; inactive = mostly below about 53%; also: some results filed as inactive read as strong as hits
Starred values were filed as active, the others as inactive; ? = inconclusive. The list is partial; the hit share may differ from the screen's.

HIV fusion peptide	AID2073	SMILES
0.0%	11.1%	NC(Cc1c[nH]c2ccccc12)C(=O)NCc1ccccc1 (centres undefined)
4.7%	-9.5%	O=C(C1CC(=O)N(C2CCCCC2)C1)N1CCN(c2cccc(C(F)(F)F)c2)CC1 (centres undefined)
0.9%	-2.5%	O=S(=O)(NCC(c1ccccc1)N1CCC(O)CC1)c1ccc(Cl)cc1 (centres undefined)
-0.8%	11.2%	Cc1ccc(-c2ccc(=O)n(CCC(=O)N3CCN(c4ccccc4)CC3)n2)cc1
-0.4%	-0.6%	O=C(Nc1ccc(Nc2ccccc2)cc1)c1ccccc1F
0.8%	45.3%	Cc1ccc2nc(NCCc3ccc(Cl)cc3)c3nncn3c2c1
0.4%	-5.3%	N#CC[C@H](c1ccccc1)N1CCN(Cc2ccccc2)CCC1=O
3.5%	8.0%	CC(=O)c1cccc(CN2CCCCC2C(=O)Nc2ccc(Oc3ccccc3)nc2)c1 (centres undefined)
0.2%	4.3%	COc1ccc(OC)c(/C=C2\SC(N3CCCC(C)C3)=NC2=O)c1 (centres undefined)
2.1%	6.0%	O=C(NC1CCOc2ccccc21)C1CCCC1 (centres undefined)
-1.6%	8.2%	COc1ccccc1NC(=O)c1ccc(Br)c(S(=O)(=O)N2CCCC2)c1
-2.1%	22.8%	CCn1c(/C=C/c2ccc(O)cc2)nc2ccccc2c1=O
-2.0%	7.6%	COc1ccc(-c2nc(N)ncc2-c2ccccc2)c(O)c1
1.4%	-7.1%	CC(CCc1ccccc1)NC(=O)[C@@H]1Cc2ccccc2CN1 (some centres undefined)
0.1%	-3.4%	CCc1nnc(N/N=C/c2c(F)cccc2Cl)n1N
0.7%	-4.0%	Cc1ccc(-n2nc3c(=O)n(CC(=O)NCc4ccccn4)nc(C)c3c2C)cc1
-1.0%	9.1%	CN1CCN(c2nc(-c3ccc(Cl)cc3Cl)nc3ccccc23)CC1
0.7%	-0.7%	COc1cc(NC(=O)CN2CCN(C(=O)C3CCCO3)CC2)c(OC)cc1Cl (centres undefined)
1.6%	4.5%	CC(C)CCNC(=O)C1CCN(S(=O)(=O)c2ccc3c(c2)CC(C)N3C(=O)C2CC2)CC1 (centres undefined)
-1.9%	?	Cc1nn(C)c(C(=O)Nc2ccc3c(c2)OCO3)c1[N+](=O)[O-]
3.3%	15.7%	CCOC(=O)Cn1ncc2c3ccccc3n(CC(=O)OCC)c2c1=O
0.9%	-3.6%	Cc1ccc(C)c(CN2CCC(CNC(=O)CCc3nnc4ccc(N5CCC(C)CC5)nn34)CC2)c1
-0.4%	11.3%	c1ccc(-c2cn(CC3CCCCC3)nn2)cc1
-1.0%	-0.2%	O=C(CCCC(=O)N1CCN(c2cccc(Cl)c2)CC1)c1ccccc1
-1.4%	11.4%	CC(=O)C1=C(C)NC(=O)NC1c1ccc2c(c1)OCO2 (centres undefined)
-0.9%	11.9%	COc1ccc(CCN(C)C(=O)CSc2nnc(-c3ccco3)o2)cc1OC
-0.9%	2.6%	O=C(Cn1nnc(-c2ccccc2)n1)N1CCCCC1
0.2%	-11.5%	COc1cccc(C(=O)N2CCC(C(=O)NCc3ccc(C)cc3)CC2)c1
-1.0%	1.1%	COc1ccccc1N(CC(=O)NCc1ccccc1C)S(=O)(=O)c1ccc(C)cc1
0.8%	4.9%	COc1cccc(C2CC(c3cccs3)=NN2C(=O)CSC2=NCCS2)c1OC (centres undefined)

Full records, quoted from the list. Values in the order: HIV fusion peptide	AID2073
Entry for N#CC[C@H](c1ccccc1)N1CCN(Cc2ccccc2)CCC1=O = 0.4%	-5.3%
Entry for CC(=O)c1cccc(CN2CCCCC2C(=O)Nc2ccc(Oc3ccccc3)nc2)c1 (centres undefined) = 3.5%	8.0%
Entry for NC(Cc1c[nH]c2ccccc12)C(=O)NCc1ccccc1 (centres undefined) = 0.0%	11.1%
Entry for CCOC(=O)Cn1ncc2c3ccccc3n(CC(=O)OCC)c2c1=O = 3.3%	15.7%
Entry for O=C(CCCC(=O)N1CCN(c2cccc(Cl)c2)CC1)c1ccccc1 = -1.0%	-0.2%

(next part)
HIV fusion peptide	AID2073	SMILES
0.1%	4.5%	CCn1ncc(Br)c1C(=O)Nc1cc(C)on1
1.2%	13.9%	CCn1c(=O)c(C(=O)Nc2ncccc2O)c(O)c2ccccc21
-1.5%	3.7%	Nc1ccc(C2(c3ccc(N)cc3)OC(=O)c3ccccc32)cc1
0.6%	-4.5%	COc1ccc(NC(=S)N2CCC(c3ccc(C)cc3)C2)cc1 (centres undefined)
0.5%	6.3%	Cc1ccccc1CN1CCN(S(=O)(=O)c2cccc3nsnc23)CC1
1.1%	0.6%	O=C(CN1C(=O)c2cccnc2Oc2ccc(Cl)cc21)NCCC1=CCCCC1
1.2%	6.5%	COc1ccc(C(=O)/C=C2\NCCc3cc(OC)c(OC)cc32)cc1OC
-0.7%	-1.4%	CCCC(C(=O)NC(C)(C)C)N(CC1CCCO1)C(=O)CNS(=O)(=O)c1ccc(F)cc1 (centres undefined)
0.9%	-1.0%	O=C(Nc1ccc([N+](=O)[O-])cc1)C1COc2ccccc2O1 (centres undefined)
0.7%	-5.3%	O=C(NC1CC1)C1CCN(c2nc3ccccc3s2)CC1
8.7%	6.5%	CCCc1cc(=O)oc2cc(C)cc(OCC(=O)NC(Cc3c[nH]c4ccc(O)cc34)C(=O)O)c12 (centres undefined)
-0.1%	9.3%	CC1CCCC(NC(=O)C2N(CCCN3CCCC3)C(=O)C3C(C(=O)Nc4cccc(Cl)c4)C4C=CC32O4)C1C (centres undefined)
-3.3%	-32.9%	CN(C)CCNC(=O)c1ccc2c(=O)n(Cc3ccc(Cl)cc3)c(=S)[nH]c2c1
0.9%	-1.9%	O=S(=O)(Nc1cccc(-n2cnnn2)c1)c1ccc(Cl)cc1
-1.2%	2.0%	CC(=O)Nc1ccc(NC(=O)CSc2ccc3nnc(CCNS(=O)(=O)c4ccc(C)cc4)n3n2)cc1
-0.4%	38.9%	CCOc1cccc(/C=C/c2ccc3cccc(O)c3n2)c1OC
-0.5%	15.9%	O=C1NC2(CCCCC2)C(=O)N1c1cccc(Cl)c1
-1.8%	11.6%	CN(Cc1ccccc1)C(=O)CSc1n[nH]c(N)n1
1.8%	3.6%	CCOC(=O)[C@@H]1[C@H]2COc3ccc(Br)cc3[C@@H]2N2C(=O)N(c3ccc(C(F)(F)F)cc3)C(=O)[C@]12C
0.1%	5.5%	COCc1nc2oc3ccc(F)cc3c(=O)c2cc1C(=O)OC
-0.5%	8.9%	O=C(CCc1ccncc1)NC1CCCc2c1cnn2-c1cc(F)cc(F)c1 (centres undefined)
-0.6%	12.0%	COc1ccc(CC(=O)NNC(=O)c2ccco2)cc1
-0.5%	14.3%	COc1ccc(CCN(CC(=O)NCc2ccc(F)cc2)C(=O)c2snc(C(N)=O)c2N)cc1OC
0.7%	9.4%	O=C(Cc1ccc(Br)cc1)Nc1ccc(S(=O)(=O)N2CCCC2)cc1
-0.1%	0.2%	CCCCNS(=O)(=O)c1cc2c3c(c1)CCN3C(=O)CC2
0.5%	-3.5%	CC1CCCN(C(=O)CSc2ncccn2)C1 (centres undefined)
-1.3%	4.7%	O=C(CCc1ccccc1)N/N=C\C1CC=CCC1 (centres undefined)
-0.7%	3.0%	O=S(=O)(NNc1ccc(F)cc1F)c1cccc(Cl)c1
10.3%	7.3%	CC1(C)CC(NS(=O)(=O)c2ccc(S(N)(=O)=O)cc2)CC(C)(C)N1
-0.1%	31.3%	Cc1ccccc1N(C(=O)c1snc(C(N)=O)c1N)C(C(=O)NC1CCCC1)c1ccco1 (centres undefined)
-0.6%	5.6%	Cc1ccc(N2C(=O)c3ccccc3C(C)(C)C2=O)cc1
2.3%	8.1%	COc1ccccc1OCCOCCN1CCCC1
0.6%	13.9%	COc1ccc(NC(=O)[C@H](Cc2c[nH]c3ccccc23)NC(=O)[C@@H]2Cc3ccccc3CN2)cc1
10.5%	16.3%	Cc1occc1C(=O)N/N=C/C=C/c1ccc(N(C)C)cc1
-2.8%	4.9%	Cc1c(C(=O)N2CCN(c3ccc([N+](=O)[O-])cc3)CC2)sc2ncn(CC(=O)N3CCOCC3)c(=O)c12
1.1%	-1.0%	O=C(CCc1c[nH]c2ccccc12)N1CCCC1
-0.9%	16.1%	O=C(Nc1ccccn1)C1CCCN1S(=O)(=O)c1ccc(Cl)cc1 (centres undefined)
-0.1%	9.4%	CCOc1ccc(N(CC(=O)NCc2ccccc2Cl)S(=O)(=O)c2c(C)noc2C)cc1
-1.7%	14.6%	COc1ccc(NC(=O)c2ccc3c(c2)CCN3S(=O)(=O)c2ccccc2)c(OC)c1
1.8%	0.7%	Cc1ccc(C)c2[nH]c(=O)c(CCNC(=O)CCc3ccccc3)cc12
-0.1%	9.4%	COCCNC(=O)c1cccc(OC2CCN(Cc3cccc(SC)c3)CC2)c1
-0.5%	12.2%	CCCCNC(=O)CCn1ccc2cc(S(=O)(=O)N3CCCC3)ccc21
0.3%	8.6%	COc1ccc(CCn2c(S)nc3ccccc3c2=O)cc1
-0.9%	5.4%	COc1ccccc1NC(=O)CS(=O)(=O)c1cn(CC(=O)N(C(C)C)C(C)C)c2ccccc12
-0.1%	-4.2%	O=C(N=C1SC2CS(=O)(=O)CC2N1c1ccc(F)c(Cl)c1)C1CC1 (centres undefined)
-1.4%	3.9%	C/C(N)=C(/C#N)C(=O)COC(=O)C1CSC2(c3ccc(F)cc3)CCC(=O)N12 (centres undefined)
0.3%	-4.6%	O=C(N/N=C/c1cccc(OC(=O)c2cccc(Br)c2)c1)c1ccncc1
-1.7%	?	Cc1ccc(/C=N/NC(=O)c2nnn(-c3nonc3N)c2C(C)C)s1
-1.4%	0.6%	O=[N+]([O-])c1ccc(Nc2ccccc2)c2nonc12
-1.8%	2.4%	Cc1ccsc1C(=O)N[C@@H](C)c1nnc2ccccn12
-1.4%	-3.8%	O=C(CN(Cc1ccccc1)S(=O)(=O)c1ccc(F)cc1)NCc1ccccn1
-0.9%	-0.8%	COC(=O)c1ccccc1NC(=O)CCS(=O)(=O)c1cc2c(cc1C)NC(=O)CO2
-1.2%	1.7%	Cc1cc(C)nc(SCC(=O)Nc2nccs2)n1
-1.1%	1.5%	O=C1CCN(CCc2ccccc2)CCN1[C@H](COc1ccccc1)Cc1ccccc1
-0.4%	-1.2%	COc1cc(C(=O)Nc2ccc3c(c2)OCO3)c([N+](=O)[O-])cc1OC
-1.1%	9.8%	Cc1ccc2[nH]c(C)c(CC(=O)NCc3ccccc3)c2c1
2.4%	-4.2%	OC(c1cccc(Cl)c1)c1nccc2ccccc12 (centres undefined)
0.7%	0.6%	Cc1cccc(N2CC(C(=O)Nc3ccc(S(=O)(=O)NCC4CCCO4)cc3)CC2=O)c1C (centres undefined)
4.5%	-9.0%	O=C(CNC(=O)[C@@H]1Cc2ccccc2CN1)NC1CCCC1
5.4%	2.7%	CCN(CC)Cc1c(C(=O)N/N=C/c2c(Cl)cccc2Cl)nnn1-c1nonc1N

3 compounds already listed, arranged by their value in AID2073, ascending:
HIV fusion peptide	AID2073	SMILES
-0.1%	-4.2%	O=C(N=C1SC2CS(=O)(=O)CC2N1c1ccc(F)c(Cl)c1)C1CC1 (centres undefined)
-1.8%	2.4%	Cc1ccsc1C(=O)N[C@@H](C)c1nnc2ccccn12
10.5%	16.3%	Cc1occc1C(=O)N/N=C/C=C/c1ccc(N(C)C)cc1

Remaining list, next part
HIV fusion peptide	AID2073	SMILES
2.3%	24.9%	Cn1c(/C(C#N)=C(\O)c2ccc(Br)s2)nc2ccccc21
-0.7%	6.2%	CCOc1ccc(S(=O)(=O)c2cn(C)c3cc(OC)c(OC)cc3c2=O)cc1
0.0%	7.8%	CSCC(=O)N1CCC(n2nccc2NC(=O)CCc2ccccc2)CC1
4.9%	16.8%	O=C(CCc1nnc2ccc(NCc3ccco3)nn12)Nc1ccc(F)cc1
0.0%	7.8%	CN1CCC(=O)N([C@H](CO)c2ccccc2)CC1
1.7%	-1.6%	O=C(NCc1ccc2c(c1)OCO2)Nc1ccc(F)cc1
-1.3%	-5.1%	COc1ccc(CN2CCN(Cc3cccc(Oc4ccccc4)c3)CC2)c(OC)c1OC
-0.3%	16.0%	CCOC(=O)N1CCN(C(=O)CCc2ccccc2)CC1
-0.5%	5.4%	CC1CCN(S(=O)(=O)c2cn(CC(=O)N3CCN(c4cccc(C(F)(F)F)c4)CC3)cn2)CC1
-0.6%	18.3%	CC(=O)c1cccc(N(CC(=O)Nc2ccc(S(=O)(=O)N3CCOCC3)cc2)S(C)(=O)=O)c1
4.2%	-19.7%	COc1cccc2c1-c1c(O)cccc1C2=O
-0.2%	9.0%	COc1ccc(Br)cc1CN(C)CC(O)COc1ccc(Br)cc1 (centres undefined)
-1.3%	18.6%	O=C(CCCN1C(=O)C(c2ccccc2)Oc2cccnc21)NCc1ccc(F)cc1 (centres undefined)
0.3%	0.9%	COc1ccc(-n2nc(C(=O)NCC(=O)N3CCCCC3)c3ccccc3c2=O)cc1
1.3%	11.1%	C#CCN(Cc1ccco1)C(=O)c1ccc(OC2CCN(Cc3ccccn3)CC2)cc1
-0.6%	-9.1%	Cc1sc(NC(=O)C2CSC3(C)CCC(=O)N23)nc1-c1ccc(F)cc1 (centres undefined)
1.4%	-1.3%	O=C(CSc1nnc(CNC(=O)c2ccc(F)cc2)o1)NCc1ccccc1Cl
0.3%	0.6%	CCn1c(CNC(=O)c2ccc3c(c2)OCO3)nnc1SCC(=O)Nc1ccccc1F
0.5%	18.4%	O=C(NCCc1cccc(Cl)c1)C1CCC(=O)N(Cc2ccc(Cl)cc2)C1 (centres undefined)
0.0%	4.7%	Cc1ccc(NC(=O)COC(=O)CCc2ccccc2)c(Cl)c1
-2.4%	-6.0%	CC(Sc1nnc(-c2ccccc2F)n1C1CC1)C(N)=O (centres undefined)
